Screens (PubChem BioAssay)
SW480 rereplic: A quantitative high throughput screen for small molecules that induce DNA re-replication in SW480 colon adenocarcinoma cells. SW480 DNA re-replication, Hoechst DNA content imaging, 48 h. Potency, µM (doses to about 46.1 µM), inactives show at the highest dose re-replication activation, actives largely listed as activators. 340,000 tested, 1.8% active. AID 624297, 2012; also: % of control where 0% means no effect; nearly all actives have a fitted effect of over 55% in size
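250 cells/well; 23 nL cpd via pin tool; 48 hr, 37 C, 5% CO2; Hoechst 40 min; imager read of total nuclear intensity, ex 405/em 500-530 nm.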
MCF10A rerep: A quantitative high throughput screen for small molecules that induce DNA re-replication in MCF 10a normal breast cells. MCF 10A DNA re-replication, Hoechst nuclear intensity, 48 h. 350,000 tested, 2.9% active. Potency, µM (titrated, usually from 46.1 µM), without a hit: at the top dose activity, positive = re-replication, actives largely listed as activators; also: % of control where 0% means no effect; nearly all actives have a fitted effect of over 50% in size
* marks the source's active call; other numbers are inactive results; ? = inconclusive; [ ] = another dose, or the depositor's remark. Calls follow the shape of the dose curve; as a rule, active = well fitted activation curve with a large enough effect; inconclusive = small, poorly fitted or top-dose-only effect; inactive = no such curve, though single readings can be large or run the other way. Potency is read from the fitted curve at half-maximal effect. These rows are one share of the data (hit frequency here may not be typical).

SMILES | SW480 rereplic | MCF10A rerep
CNC1C(O)C(OC2C(N)CC(N)C(OC3OC(CN)=CCC3N)C2O)OCC1(C)O (stereo unspecified) | 1% | -3%
CO/N=C(\C(=O)N[C@@H]1C(=O)N2C(C(=O)O)=C(COC(C)=O)CS[C@@H]12)c1csc(N)n1 | -1% | 1%
Cc1ccc2sc(NNC(=O)c3cc(-c4cccs4)nc4ccccc34)nc2c1C | -3% | 23%
CCn1c(C)nc2cc(C(=O)N=Nc3c(O)[nH]c4c(C)cc(C)cc34)ccc21 | 1% | -1%
C=C(NC(=O)C(=C)NC(=O)c1csc(C2=N[C@@H]3c4csc(n4)[C@@H]4NC(=O)c5csc(n5)[C@@H]([C@](C)(O)[C@H](C)O)NC(=O)[C@@H]5CSC(=N5)/C(=C/C)NC(=O)[C@@H]([C@H](C)O)NC(=O)c5csc(n5)[C@]3(CC2)NC(=O)[C@@H](C)NC(=O)C(=C)NC(=O)[C@@H](C)NC(=O)[C@@H]([C@@H](C)CC)N[C@H]2C=Cc3c([C@H](C)O)cc(nc3[C@@H]2O)C(=O)O[C@H]4C)n1)C(N)=O | 7.2µM* | 8.1µM*
CN(C)[C@H]1C(=O)C(C(=O)NCN2CCCC2)=C(O)[C@]2(O)C(=O)C3=C(O)c4c(O)cccc4[C@](C)(O)[C@H]3C[C@H]12 | -2% | -1%
N=C1C(c2nc3ccccc3[nH]2)=C(O)CN1NC(=O)COc1cccc(F)c1 | 16% | -3%
CC1(C)[C@@H](OC(=O)CCC(=O)O)CC[C@@]2(C)[C@H]1CC[C@@]1(C)[C@H]2C(=O)C=C2[C@H]3C[C@](C)(C(=O)O)CC[C@]3(C)CC[C@@]21C | -2%[20.6 µM] | 9%[20.6 µM]
NC(=O)C1c2ccccc2CCc2ccccc21 | 4% | 10%
O=C(NCCN1C(=O)S/C(=C\c2cccs2)C1=O)c1ccc(=O)[nH]c1 | -4% | 2%
Cc1ccccc1OCC(O)CNCCOc1ccc(C(N)=O)cc1 (stereo unspecified) | -8% | 9%
CN(C(=O)c1c(Br)cnn1C)C12CC3CC(CC(C3)C1)C2 | -7% | 13%
O=C(NC1CCCCC1)c1ccc(Cl)c(NC(=O)c2ccccc2F)c1 | 2% | 1%
CC1(O)CCC(C(C)(C)O)CC1 (stereo unspecified) | -3% | -5%
CS(=O)(=O)c1ccc([C@H](O)[C@H](CO)NC(=O)C(Cl)Cl)cc1 | -4%[20.6 µM] | 2%[20.6 µM]
NC(=O)c1ncn(C2OC(CO)C(O)C2O)c1N (stereo unspecified) | -4% | 1%
O=c1ccc2ccc(Oc3ccc([N+](=O)[O-])cc3[N+](=O)[O-])cc2o1 | ? | ?
Cc1cc(C)c(S(=O)(=O)N2CCN(CCN3C(=O)c4cccc5cccc(c45)C3=O)CC2)cc1[N+](=O)[O-] | -11% | -11%
CCOc1cccc(C2c3c(oc4ccccc4c3=O)C(=O)N2c2ccccn2)c1 (stereo unspecified) | -6% | -3%
O=C1c2cccc3c2[C@@H](CCC3)CN1[C@@H]1CN2CCC1CC2 | 14% | 12%
C[C@@]12CCC(=O)C=C1C=CC1C2CC[C@]2(C)C1CC[C@@]21CCC(=O)O1 (stereo partly specified) | 0% | 14%
Clc1ccc([C@H](Cn2ccnc2)OCc2c(Cl)cccc2Cl)c(Cl)c1 | 12%[20.6 µM] | ?
COc1ccc2c(c1)O[C@H](c1ccc3c(c1)OCO3)[C@@H](OC(=O)N[C@H](C)C1CCCCC1)C2=O | 8% | 11%
COC(=O)C(CN)c1c[nH]c2ccc(OC)cc12 (stereo unspecified) | -1% | 3%
O=c1oc2ccccc2cc1-c1csc(Nc2nc3ccc(F)cc3s2)n1 | -1% | 2%
O=C(NNCS(=O)(=O)O)c1ccncc1 | -4% | 2%
C[C@H](NCCc1ccc(O)cc1)[C@@H](O)c1ccc(O)cc1 | 2% | -1%
COC(=O)C1[C@@H](OC)C(OC(=O)COc2ccc(OC)cc2)C[C@@H]2CN3CCc4c([nH]c5cc(OC)ccc45)[C@H]3C[C@H]12 (stereo partly specified) | 0% | 18%
C#C[C@]1(O)CC[C@@H]2[C@H]3CCC4=CC(=O)CC[C@H]4[C@H]3C(=C)C[C@@]21CC | -4% | 13%
COc1ccc(O[C@H]2C=C[C@@H](c3ccccc3)O[C@@H]2COC(=O)CC/C(C)=N/OC[C@@H](O)COCc2ccco2)cc1 | 28% | ?
Cn1c(=O)c(C(=O)COC(=O)c2cc(C(F)(F)F)nc3c(C(F)(F)F)cccc23)c(N)n(CC2CC2)c1=O | -4% | 6%
CCC(=O)NCCC1CCc2ccc3c(c21)CCO3 (stereo unspecified) | 3% | 11%
CC(C)(CO)[C@@H](O)C(=O)NCCC(=O)NCCSSCCNC(=O)CCNC(=O)[C@H](O)C(C)(C)CO | -2% | 10%
CNC1C(OC2C(O[C@@H]3C(O)C(O)[C@@H](N=C(N)N)C(O)C3N=C(N)N)OC(C)[C@@]2(O)CO)OC(CO)C(O)C1O (stereo partly specified) | -4% | -2%
NS(=O)(=O)c1cc2c(cc1Cl)N[C@@H](CC1CCCC1)NS2(=O)=O | -6%[20.6 µM] | -3%[20.6 µM]
O=C(O)[C@H]1CN(C/C=C/P(=O)(O)O)CCN1 | -3% | 0%

With a hit mark in SW480 rereplic (from the list above):
SMILES	SW480 rereplic
C=C(NC(=O)C(=C)NC(=O)c1csc(C2=N[C@@H]3c4csc(n4)[C@@H]4NC(=O)c5csc(n5)[C@@H]([C@](C)(O)[C@H](C)O)NC(=O)[C@@H]5CSC(=N5)/C(=C/C)NC(=O)[C@@H]([C@H](C)O)NC(=O)c5csc(n5)[C@]3(CC2)NC(=O)[C@@H](C)NC(=O)C(=C)NC(=O)[C@@H](C)NC(=O)[C@@H]([C@@H](C)CC)N[C@H]2C=Cc3c([C@H](C)O)cc(nc3[C@@H]2O)C(=O)O[C@H]4C)n1)C(N)=O	7.2µM*

The results go on.
SMILES | SW480 rereplic | MCF10A rerep
COC(=O)[C@@]1(Cc2ccc(OC)cc2)[C@H]2c3cc(C(=O)N(C)C)n(CCc4ccc(OC)c(Br)c4)c3C[C@H]2CN1C(=O)c1ccccc1 | ? | 16%
O=c1c2ccccc2oc2nc(-c3cccs3)n(CCc3ccccc3)c(=O)c12 | -3% | 1%
O=c1[nH]c(=O)n([C@H]2C[C@H](O)[C@@H](CO)O2)cc1/C=C/Br | -1% | -1%
Cc1cc(O)c2c(c1)OC1(C)CCC3C(C)(C)CCCC34COC2C14 (stereo unspecified) | 2% | ?
Cc1cnc(C(=O)O)cn1 | -4% | -1%
COc1ccc(O[C@H]2C=C[C@@H](c3ccccc3)O[C@@H]2CO/N=C(\C)CCC(=O)OC[C@H]2O[C@H](c3ccccc3)C=C[C@@H]2Oc2ccc(OC)cc2)cc1 | 17% | 6%
CC1(C)C2CC[C@]1(C)[C@@H](O)C2 | 1% | -2%
C=Cc1c(C)/c2[n-]/c1=C\c1[n-]c(c(CC)c1C)/C=c1\[n-]c3c(c1C)C(=O)C(C(=O)[O-])C=3c1[n-]c(c(C)c1CCC(=O)[O-])\C=2.[Cu].[Na+].[Na+] (stereo unspecified) | -19% | -16%
CCOC(=O)N1CCC(N2Cc3cccc(C(=O)NCc4ccc(OC)cc4)c3C2=O)CC1 | 12% | 2%
C/C=C1\C2C=C(C)CC1(N)c1ccc(=O)[nH]c1C2 (stereo unspecified) | 15% | 10%
Cn1nnnc1SCC1=C(C(=O)O)N2C(=O)[C@@H](NC(=O)[C@@H](O)c3ccccc3)[C@@H]2SC1 | -2%[20.6 µM] | -2%[20.6 µM]
COc1ccc(C(=O)/C(=C\c2sccc2C)c2nc3ccccc3o2)cc1 | 0% | 3%

An excerpt of these results, with two lines to a compound.
Values in the order: SW480 rereplic, MCF10A rerep
> COC(=O)[C@@]1(Cc2ccc(OC)cc2)[C@H]2c3cc(C(=O)N(C)C)n(CCc4ccc(OC)c(Br)c4)c3C[C@H]2CN1C(=O)c1ccccc1
    ?, 16%
> O=c1c2ccccc2oc2nc(-c3cccs3)n(CCc3ccccc3)c(=O)c12
    -3%, 1%
> O=c1[nH]c(=O)n([C@H]2C[C@H](O)[C@@H](CO)O2)cc1/C=C/Br
    -1%, -1%
> Cc1cc(O)c2c(c1)OC1(C)CCC3C(C)(C)CCCC34COC2C14 (stereo unspecified)
    2%, ?

Entries of single compounds as entered above. Screens in order: SW480 rereplic, MCF10A rerep
Listed for `COc1ccc(O[C@H]2C=C[C@@H](c3ccccc3)O[C@@H]2CO/N=C(\C)CCC(=O)OC[C@H]2O[C@H](c3ccccc3)C=C[C@@H]2Oc2ccc(OC)cc2)cc1` : 17%, 6%
Listed for `COc1ccc(C(=O)/C(=C\c2sccc2C)c2nc3ccccc3o2)cc1` : 0%, 3%
Listed for `C/C=C1\C2C=C(C)CC1(N)c1ccc(=O)[nH]c1C2` (stereo unspecified) : 15%, 10%
Listed for `CCOC(=O)N1CCC(N2Cc3cccc(C(=O)NCc4ccc(OC)cc4)c3C2=O)CC1` : 12%, 2%
Listed for `O=c1[nH]c(=O)n([C@H]2C[C@H](O)[C@@H](CO)O2)cc1/C=C/Br` : -1%, -1%

The list continues.
SMILES | SW480 rereplic | MCF10A rerep
CCCCCCN(C(=O)CCCCCN1C(=O)NC(c2ccc(-c3ccccc3)cc2)C(C(=O)OCc2ccccc2)=C1C)C(C(=O)NCCCC)c1ccc(O)cc1 (stereo unspecified) | 11% | -2%
C[C@@H]1CCN(C(=O)[C@H](CCCNC(=N)N)NS(=O)(=O)c2cccc3c2NC[C@H](C)C3)[C@@H](C(=O)O)C1 | 4% | -1%
COC(=O)CC[C@H](N)C(=O)O | 2% | -2%
COc1cccc([C@@H]2Oc3ccc(OC)cc3C(=O)[C@H]2OC(=O)N[C@H](C)C2CCCCC2)c1 | ? | 15%
CCN(CC)C(=O)c1cccnc1 | -6% | 0%
Cc1ccc(C2C3=C(Nc4[nH]n(-c5ccccc5)c(=O)c42)c2ccccc2C3=O)cc1 (stereo unspecified) | 1% | 19%
CN(N=O)C(=O)N[C@H]1[C@@H](O)[C@H](O)[C@H](CO)O[C@@H]1O | -1%[20.6 µM] | -1%[20.6 µM]
O=C(O)COCCN1CCN([C@@H](c2ccccc2)c2ccc(Cl)cc2)CC1 | -6%[20.6 µM] | -2%[20.6 µM]
CCCCCCCCCCCCCCCC(=O)OCC(COC(=O)CCCCCCCCCCCCCCC)OC(=O)CCCCCCCCCCCCCCC | 2% | 5%
CC(C)=NOCc1ccc(-c2cn([C@@H]3COC[C@H]3O)nn2)cc1 | -1% | 1%
CC/C(=C(/CC)c1ccc(OP(=O)(O)O)cc1)c1ccc(OP(=O)(O)O)cc1 | -9% | 3%
COC(=O)[C@@H]1CC[C@H](C)[C@@H](c2ccc(C)cc2)N1C(=O)c1ccc(/C=N/OC[C@@H](O)[C@H]2O[C@@H]3OC(C)(C)O[C@@H]3[C@H]2O)cc1 | 13% | 11%

Sorted by length of the SMILES (rising): part of the list above
SMILES | SW480 rereplic | MCF10A rerep
CC(C)=NOCc1ccc(-c2cn([C@@H]3COC[C@H]3O)nn2)cc1 | -1% | 1%
CC/C(=C(/CC)c1ccc(OP(=O)(O)O)cc1)c1ccc(OP(=O)(O)O)cc1 | -9% | 3%
Cc1ccc(C2C3=C(Nc4[nH]n(-c5ccccc5)c(=O)c42)c2ccccc2C3=O)cc1 (stereo unspecified) | 1% | 19%
C[C@@H]1CCN(C(=O)[C@H](CCCNC(=N)N)NS(=O)(=O)c2cccc3c2NC[C@H](C)C3)[C@@H](C(=O)O)C1 | 4% | -1%

(next part)
SMILES | SW480 rereplic | MCF10A rerep
CCCc1nc(C(C)(C)O)c(C(=O)OCc2oc(=O)oc2C)n1Cc1ccc(-c2ccccc2-c2nn[nH]n2)cc1 | 1% | 7%
NC(=S)NS(=O)(=O)c1ccc(N)cc1 | -7% | 3%
O=C(O)c1ccc(N[C@@H]2OC[C@@H](O)[C@@H](O)[C@@H]2O)cc1 | -1% | 2%
C[C@H](CCCC(C)(C)O)[C@H]1CC[C@H]2[C@@H]3CC=C4C[C@@H](O)CC[C@]4(C)[C@H]3CC[C@]12C | -6% | -8%
CC1=C(C(=O)N2CCN(c3cc(C)ccc3C)CC2)C2(CCC(C)CC2)OC1=O (stereo unspecified) | 0% | 4%
CN(C)CCCOC1C(C(O)CO)OC2OC(C)(C)O[C@@H]21 (stereo partly specified) | 7% | ?
C[Si](C)(C)O[Si](C)(C)C | -3% | 1%
O=C(O)[C@H](CC(=O)N1C[C@H]2CCCC[C@H]2C1)Cc1ccccc1 | 1% | 1%
CC(=O)Oc1c(C)cc(OCC(O)CNC(C)C)c(C)c1C (stereo unspecified) | 2% | 2%
CCCCCCCCCCCCCCCC(=O)OC[C@H](O)[C@H]1OC[C@@H](O)[C@@H]1O | -1% | 2%
O=C(O)COc1ccccc1/C=N/NC(=O)c1ccncc1 | -2% | 0%
